S1P3 antagonist = S1P3 receptor antagonists, primary screen, cell-based. inhibition, % at 4.98 µM. CHO S1P3 NFAT-BLA reporter, FRET fluorescence, antagonist mode. AID 485, 2006. 170,000 compounds, 0.27% hits. Sphingosine 1-phosphate receptor 3 (Homo sapiens), Q99500;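 active means inhibition above the plate cutoff, the mean inhibition of test wells on that plate plus 3 SD, cut at about 28% in these data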;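 further: cells challenged with S1P at its EC80 of 0.8 µM; blue over green emission ratio from cleaved BLA substrate after 4 h stimulation; 0% = S1P-stimulated wells and 100% = unstimulated DMSO-only wells; some compounds past the cut are filed as inactive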
Target sequence (Q99500 whole entry, looked up): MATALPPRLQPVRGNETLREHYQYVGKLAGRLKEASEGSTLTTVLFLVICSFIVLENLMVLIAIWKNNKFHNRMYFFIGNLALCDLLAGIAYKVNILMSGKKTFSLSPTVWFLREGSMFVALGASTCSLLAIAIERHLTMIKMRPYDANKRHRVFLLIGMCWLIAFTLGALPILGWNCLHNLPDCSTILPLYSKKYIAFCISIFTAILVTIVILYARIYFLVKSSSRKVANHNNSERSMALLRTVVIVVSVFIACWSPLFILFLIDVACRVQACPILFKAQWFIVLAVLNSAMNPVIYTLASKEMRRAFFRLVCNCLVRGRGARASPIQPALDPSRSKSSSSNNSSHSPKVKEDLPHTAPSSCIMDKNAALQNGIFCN
ROMK mod = ROMK potassium channel modulators, primary screen, cell-based, thallium flux, MLSMR library; ATP-sensitive inward rectifier potassium channel 1 (Homo sapiens), P48048; B-score at 10 µM; Tet-inducible ROMK, thallium flux fluorescence; actives lie on both sides; 130,000 compounds, 2% hits;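 active means signal ratio slope over the read window, or its plate-corrected B-score, at least 3 SD from the plate mean, either direction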;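 further: B-score of the F/F0 ratio slope over 7 to 12 s after thallium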
Redox H2O2 prof = compounds producing H2O2 with reducing agent – biochemical, NIH compound library profiling, artefact control for MLSCN library redox annotation, primary screen; DTT-dependent redox cycling H2O2, phenol red/HRP absorbance; 100% = 100 µM peroxide control, 0% = buffer; activation, % at 10 µM; 200,000 compounds, 0.03% hits;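 active means activation of at least 50% relative to the plate's high and low controls in the primary single-dose screen; inactive means activation below 50%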;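 further: compound incubated with DTT at 0.8 mM final as the reducing agent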
bIAP inh = bovine intestinal alkaline phosphatase inhibitors, primary screen, selectivity assay for TNAP inhibitor project, biochemical, bovine IAP, CDP-star luminescence. 190,000 tested, under 10 active. alkaline phosphatase, intestinal [Bos taurus]. AID 1019, 2008. purified bovine IAP, 30 min. inhibition, % at 20 µM;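 active means over 50% inhibition of intestinal alkaline phosphatase at 20 µM in the single-dose screen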
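test system = bovine IAP enzyme | medium = DEA buffer 100 mM, pH 9.8, with MgCl2 1.0 mM, ZnCl2 0.02 mM | detection = luminescence | dosing = single compound dose of 20 µM, 2% DMSO final | incubation = 30 min reaction at room temperature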
PPARg SRC3 recr = PPARgamma agonists recruiting SRC-3 coactivator, primary screen, biochemical | activation, % at 8 µM | biochemical PPARgamma/SRC-3 coactivator recruitment assay | 200,000 compounds, 0.26% hits; in the data active means activation above about 23%;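 further: 0% = DMSO and 100% = reference agonist; some compounds past the cut are filed as inactive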
Target sequence (P37231 whole entry, looked up): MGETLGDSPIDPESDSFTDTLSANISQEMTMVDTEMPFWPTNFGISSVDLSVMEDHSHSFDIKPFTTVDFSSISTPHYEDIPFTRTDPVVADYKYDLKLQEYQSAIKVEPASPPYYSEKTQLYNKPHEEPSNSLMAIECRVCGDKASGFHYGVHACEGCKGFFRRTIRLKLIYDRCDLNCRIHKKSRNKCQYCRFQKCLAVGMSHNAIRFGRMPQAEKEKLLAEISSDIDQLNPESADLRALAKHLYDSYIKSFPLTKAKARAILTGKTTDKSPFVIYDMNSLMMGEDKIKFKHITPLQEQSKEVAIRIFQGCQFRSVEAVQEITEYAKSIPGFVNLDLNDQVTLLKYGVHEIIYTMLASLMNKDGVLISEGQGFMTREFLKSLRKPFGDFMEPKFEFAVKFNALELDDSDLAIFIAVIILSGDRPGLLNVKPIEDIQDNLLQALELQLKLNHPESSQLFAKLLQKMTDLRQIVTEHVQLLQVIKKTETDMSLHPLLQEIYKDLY
bIAP act = bovine intestinal alkaline phosphatase activators, primary screen, biochemical, bovine IAP, CDP-star luminescence; alkaline phosphatase, intestinal [Bos taurus]; purified bovine IAP, 30 min; hits give high values; fold of DMSO-control signal, blank-subtracted; activation factor at 20 µM; 200,000 compounds, 0.17% hits; AID 1016, 2008;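 active means activation factor of 2 or more at 20 µM, a signal rise over negative controls twice the positive control's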
SRC2 TRFRET art = TR-FRET signal artefacts, primary screen, artefact control for PPARgamma SRC-2 agonist project, biochemical; TR-FRET ratio at 8 µM; TR-FRET artefact counter-screen; hits give high values; 200,000 compounds, 0.4% hits; AID 1049, 2008; in the data active means TR-FRET ratio above about 2000; further: inactives centre near 1500
Lmaj promast = Leishmania major promastigote growth inhibition, primary screen; Leishmania major promastigotes, resazurin fluorescence viability; 200,000 compounds, 9% hits; inhibition, % at 10 µM; AID 1063, 2008; in the data active means inhibition above about 50%;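 further: promastigotes grown with compound for 44 hours at 28 °C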
TLR4 MyD88 comp = inhibitors of TLR4-MyD88 association in cells, primary screen, cell-based, HeLa CL3-4, BLA complementation, FRET ratio; Toll-like receptor 4 (Homo sapiens) + Myeloid differentiation primary response protein …; HeLa CL3-4 TLR4/MyD88 BLA complementation; inhibition, % at 8.4 µM; 200,000 compounds, 0.18% hits; AID 861, 2007; in the data active means inhibition above about 25%;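 further: 0% = vehicle and 100% = reference inhibitor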
PPARg SRC-1 ag = PPARgamma agonists recruiting SRC-1 coactivator, primary screen, biochemical; Peroxisome proliferator-activated receptor gamma (Homo sapiens), P37231; PPARgamma-SRC-1 coactivator recruitment biochemical assay; activation, % at 8 µM; 200,000 compounds, 0.41% hits; in the data active means activation above about 19%;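 further: 0% = DMSO and 100% = reference agonist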
PPARg SRC2 recr = agonists of PPARg-SRC-2 recruitment, primary screen, biochemical, HTS. PPARgamma LBD-SRC-2 recruitment. activation, % at 8 µM. 200,000 compounds, 0.34% hits; in the data active means activation above about 22%;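 further: 0% = vehicle and 100% = reference agonist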
Active calls of the source: *; . = no result given.

SMILES	S1P3 antagonist	ROMK mod	Redox H2O2 prof	bIAP inh	PPARg SRC3 recr	bIAP act	SRC2 TRFRET art	Lmaj promast	TLR4 MyD88 comp	PPARg SRC-1 ag	PPARg SRC2 recr
COC(=O)c1cn(-c2ccccc2)c(C)c1C(=O)OC	.	.	4.0	2	1	1	1423	22	8	0	-6
N#CCCN(/N=C/c1cccnc1)C1=NS(=O)(=O)c2ccccc21	1	.	0.0	-8	8	1.1	1462	17	2	3	3
Cc1cc(C(=O)Nc2sc3c(c2C#N)CCC(C(C)(C)C)C3)no1 (stereo not drawn)	-20	0.24	-0.5	-4	5	1	1510	2	6	1	3
O=C(c1cc(-c2cccs2)on1)N1CCN(c2ccccc2)CC1	-1	.	0.6	10	3	0.9	1548	-6	-5	3	2
CC(C)c1ccccc1NC(=S)NC1CCCCC1	-15	.	-0.3	20	-4	0.8	1566	35	11	6	3
COCc1[nH]nc2c1C(c1c(F)cccc1Cl)C(C#N)=C(N)O2 (stereo not drawn)	-18	-0.12	0.8	-44	11	1.4	1520	17	-1	-4	-5
COC(=O)CC1C(=O)NCCN1C(=O)Nc1cccc(Cl)c1 (stereo not drawn)	-12	.	-0.3	-12	0	1.1	1478	2	11	-2	7
CCOC(=O)c1cccnc1SCC(=O)NCc1ccccc1	.	-0.61	0.1	9	-2	0.9	1487	-4	0	-2	4
Cn1c(SCc2n[nH]c(=S)o2)nnc1-c1ccccc1	-7	0.35	0.0	7	3	0.9	1472	-6	6	-5	-2
Cc1ccccc1CN(CC1CCC(C(=O)O)CC1)C(=S)Nc1ccccc1F (stereo not drawn)	-11	0.65	-1.6	-5	1	1	1665	-3	-2	10	7
Cn1c(=O)n(Cc2ccc(Cl)cc2)c(=O)c2c1nc1n2CCN1Cc1ccco1	2	-0.19	1.2	0	-3	1	1370	23	-1	-7	2
CCOC(=O)c1ccccc1NS(=O)(=O)c1ccccc1	17	.	0.0	4	2	1	1561	2	17	-3	5
N/C(=N\OC(=O)/C=C/c1ccccc1)c1ccc(Br)cc1	1	-1.4	-0.2	-8	-3	1.1	1518	4	2	-5	-2
O=C1CCC(=O)N1c1nc2n(n1)C(c1ccccc1)C=C(c1ccc(Br)cc1)N2 (stereo not drawn)	.	-4*	-1.9	-19	5	1.2	1544	-9	10	5	-2
CCOC(=O)CCSc1nc(C)c2cc(C)ccc2n1	.	-0.24	0.1	2	-2	1	1368	3	0	2	1
COc1cc(OC)cc(-c2nnc(N(C)C(=O)c3ccncc3)s2)c1	6	-0.042	-0.1	3	4	1	1612	-4	11	2	8
O=c1c2c(C(F)(F)F)cc(C(F)(F)F)nc2[nH]n1-c1ccccc1	.	2.5	0.0	14	-2	0.9	1339	-2	-10	0	0
FC(F)(F)C1=CC(c2ccccc2)=NCCN1	.	.	2.3	-6	-5	1.1	1442	-8	3	3	-9
CCN1CCN(C(=O)C2CCN(Cc3cc(Cl)ccc3O)CC2)CC1	.	-1.1	-1.1	-2	10	1	1543	16	12	-1	8
Cc1cccc(C)c1NC(=S)N1CCCN(C)CC1	-18	0.35	-1.0	-1	6	1	1570	-11	-4	9	11
CCS(=O)(=O)c1ccc2oc(SCC(=O)N3c4ccccc4CC3C)nc2c1 (stereo not drawn)	.	.	0.5	12	-2	0.9	1609	2	0	8	5
O=C(c1cccc(S(=O)(=O)N2CCCC2)c1)N(Cc1ccco1)C1CCS(=O)(=O)C1 (stereo not drawn)	-14	0.52	-0.1	-16	0	1.2	1663	-2	-3	-4	-6
Cc1ccc(C(=O)N/C(=C\c2ccc(F)cc2)C(=O)NCc2ccncc2)cc1	15	0.51	-0.1	-1	-2	1	1397	-2	13	-1	6
O=C1[C@H]2[C@H]3[C@H](O)[C@H](O)C/C(=N\OC[C@@H](O)COCc4ccco4)[C@@H]3CC[C@H]2C(=O)N1c1ccc(F)cc1F	-14	0.33	0.3	3	-4	1	1429	-2	5	-2	-11
CCN(CC)S(=O)(=O)c1cc(NC(=O)COc2ccc(C#N)cc2OC)ccc1C	5	1.5	0.2	7	1	0.9	1813	6	10	1	-1
CCCCn1c(=O)[nH]c(=O)c2c1nc(-c1ccc(C#N)cc1)n2C1CCCC1	20	0.12	3.3	0	1	1	1460	7	-2	2	3
CCSc1nc(-c2ccc(OC)cc2)cc(-c2ccccc2)c1C#N	.	0.11	0.7	23	-4	0.8	1504	0	-2	6	9
O=C(Cc1ccsc1)Nc1ccc(S(=O)(=O)C(F)F)cc1	-24	-1.3	-0.4	16	-3	0.8	1560	4	-18	3	0
CC(=O)c1ccc(NC(=S)NC(C)CCc2ccccc2)cc1 (stereo not drawn)	3	-0.16	0.7	22	5	0.8	1666	8	-7	7	7
COc1ccc(NC(=O)C(c2ccc(C)cc2)N(C)C(=O)c2ccc(=O)[nH]c2)cc1 (stereo not drawn)	-3	0.33	-0.1	9	7	0.9	1471	22	-12	-2	0
O=C(CSc1ccc2c(c1)OCCO2)Nc1ccc(Br)cc1	.	.	2.3	30	12	0.7	1588	67*	-4	3	-5
O=C(Nc1ccc(Cl)cn1)C1CCCN1S(=O)(=O)c1ccccc1 (stereo not drawn)	.	0.12	-1.2	4	6	1	1652	-1	3	-1	-3
CCOC(=O)CSc1cc(CSc2ccccc2)nc(-c2ccccc2)n1	.	.	0.9	28	8	0.7	1601	0	0	6	1
COc1cc2c(cc1OC)CN(CC(=O)Nc1ccccc1SC)CC2	-15	-0.57	-0.8	-5	2	1.1	1577	3	0	11	16
CCCCNS(=O)(=O)c1ccc(NC(=O)C(Sc2ccccc2)c2ccccc2)cc1 (stereo not drawn)	-7	-0.14	-0.2	-2	-3	1	1556	79*	-2	-4	-16
C/C(=N\NC(=O)c1ccc(COc2ccccc2)cc1)c1ccncc1	-1	0.41	0.5	2	6	1	1462	-2	-12	4	5
CCOC(=O)COc1cc(-n2c(=S)[nH]c3cc(OC)c(OC)cc3c2=O)c(Cl)cc1Cl	5	-0.17	-1.0	-19	3	1.2	1877	-10	-7	6	5
Cc1ccc(C(=O)Nc2cnc3sc(C)nn3c2=O)cc1	26	0.87	0.2	9	0	0.9	1558	-5	-10	-4	-3
CCC(COC(=O)Nc1cccc(C)c1)NC(=O)OCC(C)C (stereo not drawn)	2	-0.65	-0.2	10	-11	0.9	1529	17	-2	1	-5
CCOC(=O)C(C)Oc1ccc(C2NC(=O)NC(C)=C2C(=O)Nc2ccccc2C)cc1 (stereo not drawn)	-13	.	2.6	-5	5	1	1404	0	-21	0	-7

The closing 2 compounds of the section above come first, to join the parts:
SMILES	S1P3 antagonist	ROMK mod	Redox H2O2 prof	bIAP inh	PPARg SRC3 recr	bIAP act	SRC2 TRFRET art	Lmaj promast	TLR4 MyD88 comp	PPARg SRC-1 ag	PPARg SRC2 recr
CCC(COC(=O)Nc1cccc(C)c1)NC(=O)OCC(C)C (stereo not drawn)	2	-0.65	-0.2	10	-11	0.9	1529	17	-2	1	-5
CCOC(=O)C(C)Oc1ccc(C2NC(=O)NC(C)=C2C(=O)Nc2ccccc2C)cc1 (stereo not drawn)	-13	.	2.6	-5	5	1	1404	0	-21	0	-7
COc1ccccc1CNC(=O)COc1ccc2c(c1)CCC2	-22	-1.1	-0.1	-26	0	1.3	1606	6	8	6	-5
Cc1cc([N+](=O)[O-])ccc1NCc1cccc([N+](=O)[O-])c1	.	.	-4.6	10	4	0.9	1468	-1	1	3	1
CC(CCc1ccccc1)NC(=O)COC(=O)C12CC3CC(CC(Br)(C3)C1)C2 (stereo not drawn)	-5	.	-0.5	6	1	0.9	1646	1	-7	4	6
Cc1ccc(S(=O)(=O)c2nc(NCc3ccc4c(c3)OCO4)sc2Cl)cc1	.	.	0.2	30	9	0.7	1635	7	-3	6	-3
O=C(Cc1cccs1)Nc1nc2ccccc2s1	18	-1.5	0.0	15	-4	0.9	1534	-7	-10	-2	3
O=C(CCN1C(=O)c2cccc3cccc(c23)C1=O)N1CCN(c2ccccc2F)CC1	-23	-0.78	0.4	-10	5	1.1	1661	-1	-2	8	4
COC(=O)C1=C(C)OC(N)=C(C#N)C1c1c(C)nn(-c2ccccc2)c1Cl (stereo not drawn)	.	-1.2	-0.9	-1	12	1	1464	-1	2	2	13
Oc1ccc(CN2CCN(c3ccccc3)CC2)c2cccnc12	.	1.4	-0.7	36	4	0.6	1731	100*	10	9	17
COc1ccc(OC)c(C(=O)c2ccc(C(=O)Nc3ccc4ccccc4c3)cc2)c1	-1	0.014	0.6	-5	0	1.1	1568	33	-7	6	3
CC1C/C(=N\Nc2ccc(S(N)(=O)=O)cc2[N+](=O)[O-])CC(C)(C)C1 (stereo not drawn)	0	-0.8	0.3	0	8	1	1436	8	1	-1	3
N#Cc1c(-c2cccs2)nc(SCC(=O)c2cccs2)[nH]c1=O	.	0.94	-3.5	4	4	1	1628	-8	-3	3	2
Cc1cc(C)c(C(N)=O)c(NC(=O)Nc2ccccc2Cl)n1	.	-0.56	-2.1	-2	-9	1	1504	-1	-5	-9	-6
COc1ccc(N(CC(=O)Nc2ccc(OC)cc2OC)S(=O)(=O)c2ccccc2)cc1	-18	-1.8	-0.2	-1	3	1	1345	23	-2	-6	-6
CC(=O)OCC1(C)CN(c2ccccc2)N(C(=O)c2ccc(C(C)(C)C)cc2)C1=O (stereo not drawn)	-3	-0.39	-1.6	1	4	1	1530	1	-1	8	1
Cc1cccc(/C=C2\CCC(=C3SCCCS3)C2=O)c1	.	0.39	-3.1	15	7	0.9	1345	0	-6	4	4
O=C(Nc1ccc(-c2cn3c(n2)SCC3)cc1)c1ccc2ccccc2n1	-15	0.0071	0.7	3	-2	1	1435	-1	-16	-1	-11
Cc1ccc(C(=O)NNC(=O)CSc2nnc(-c3ccncc3)n2C)cc1	.	.	1.7	-18	-4	1.2	1536	-4	-8	-4	1
CCCCNC(=S)NNC(=O)CCn1nc(C)c(Br)c1C	.	.	-3.5	-18	-5	1.2	1426	-2	6	-12	2

Structural class: the compounds so far with a CF3 group.
SMILES	S1P3 antagonist	ROMK mod	Redox H2O2 prof	bIAP inh	PPARg SRC3 recr	bIAP act	SRC2 TRFRET art	Lmaj promast	TLR4 MyD88 comp	PPARg SRC-1 ag	PPARg SRC2 recr
O=c1c2c(C(F)(F)F)cc(C(F)(F)F)nc2[nH]n1-c1ccccc1	.	2.5	0.0	14	-2	0.9	1339	-2	-10	0	0
FC(F)(F)C1=CC(c2ccccc2)=NCCN1	.	.	2.3	-6	-5	1.1	1442	-8	3	3	-9

Screening results: PubChem, several laboratories
